# EPAC1 antagonist: antagonists of human EPAC1 | Potency, µM (titrated, usually from 115 µM), without a hit: top-dose activity change, negative = inhibition, usual class: inhibitors | O95398 | 360,000 tested, 0.14% active | EPAC1 GEF assay, Rap1b-BODIPY-GDP exchange fluorescence;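 further: potency means the concentration at half of the fitted maximal effect; plate controls were vehicle for no effect and positive control for full effect; nearly all actives have a fitted effect of over 50% in size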
# EPAC2 agonist: agonists of human EPAC2 (RAPGEF4); Q8WZA2; EPAC2 activation, biochemical qHTS; response scale: 100% = 6.5 mM cAMP response; Potency, µM (top dose mostly 154 µM), for inactives: top-dose activation, actives largely listed as activators; 360,000 tested, 0.079% active; further: potency means the concentration at half of the fitted maximal effect; nearly all actives have a fitted effect of over 50% in size
# Target sequence (Q8WZA2 whole entry, looked up): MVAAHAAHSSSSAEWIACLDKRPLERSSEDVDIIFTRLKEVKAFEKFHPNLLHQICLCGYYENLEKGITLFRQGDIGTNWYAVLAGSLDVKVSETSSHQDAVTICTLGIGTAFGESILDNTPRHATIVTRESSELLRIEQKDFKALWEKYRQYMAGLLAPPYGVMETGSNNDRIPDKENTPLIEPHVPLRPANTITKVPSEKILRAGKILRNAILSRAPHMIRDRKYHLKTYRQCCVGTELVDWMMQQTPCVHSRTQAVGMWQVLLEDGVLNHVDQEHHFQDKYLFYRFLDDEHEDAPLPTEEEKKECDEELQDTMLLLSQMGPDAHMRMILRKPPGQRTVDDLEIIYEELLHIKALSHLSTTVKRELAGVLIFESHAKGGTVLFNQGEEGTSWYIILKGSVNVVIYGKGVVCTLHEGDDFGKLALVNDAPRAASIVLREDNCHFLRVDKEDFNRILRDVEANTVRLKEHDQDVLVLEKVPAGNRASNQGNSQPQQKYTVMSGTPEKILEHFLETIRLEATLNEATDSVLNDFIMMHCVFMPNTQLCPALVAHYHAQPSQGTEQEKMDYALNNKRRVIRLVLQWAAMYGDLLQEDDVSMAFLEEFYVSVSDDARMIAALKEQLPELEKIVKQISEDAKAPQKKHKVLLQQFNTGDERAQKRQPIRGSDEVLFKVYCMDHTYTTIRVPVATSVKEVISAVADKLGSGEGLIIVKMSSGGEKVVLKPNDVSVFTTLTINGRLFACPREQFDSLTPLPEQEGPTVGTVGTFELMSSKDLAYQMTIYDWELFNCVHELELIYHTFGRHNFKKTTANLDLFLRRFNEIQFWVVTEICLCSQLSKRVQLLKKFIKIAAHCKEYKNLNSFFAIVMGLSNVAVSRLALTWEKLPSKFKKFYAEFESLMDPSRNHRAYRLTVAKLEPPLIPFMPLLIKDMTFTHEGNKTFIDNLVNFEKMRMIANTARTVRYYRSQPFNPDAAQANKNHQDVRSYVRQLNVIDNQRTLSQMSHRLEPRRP
#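 Setup: EPAC2 100 nM, labeled Rap1B complex 250 nM, free GDP 50 uM. Compound titrations pinned in, brief spin, 5 min room temperature incubation. Kinetic fluorescence read over 30 min, normalized to 6.5 mM cAMP.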
# PI5P4K alpha inh: inhibitors of human PI5P4K alpha | PI5P4Kalpha enzyme, ADP-Glo luminescence, 60 min; hits give low values | 330,000 tested, 1.2% active | max response, % | P48426; active means max response of -50% or lower; inconclusive means between -30% and -50%; inactive means -30% or higher; further: value at the top dose of about 77 µM; on the % scale 0 is the no-effect control and ±100 the full control effect
#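 Single end-point luminescence (ADP-Glo) quantified ADP from PI5P4Kalpha turnover; ATP 5 microM final, 1 h at RT, 0.1% CHAPS and 0.28 mM EGTA in HEPES pH 7.4.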
# CCT modulator: modulators of cytosolic chaperonin (CCT/TRiC) activity | AID 651819 | activity change, % (concentration not given with the values), hits read low | purified chaperonin ATPase assay, HTRF ADP detection, 30 min | 360,000 tested, 0.3% active; in the data active means activity change below about -30%; further: on the % scale 0 is the no-effect control and ±100 the full control effect
#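 Enzyme 40 or 20 nM (batch-dependent) in Tris pH 7.4/KCl/MgCl2/DTT; cpd 76 uM single point; ATP 10 uM; 30 min 37 °C; Transcreener ADP HTRF detection, 30 min RT; ratio 665/615.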
# IL-2 act: activates IL-2 in a cell-based reporter assay | IL-2 activation reporter assay, cell-based qHTS; stimulated with anti-CD3/CD4/CD28 beads; in transgenic mouse T cells | activation, % (series mostly up to about 46 µM) | 360,000 tested, 0.065% active | AID 652025; in the data active means activation above about 50%; inconclusive means mostly about 30% to 49%; further: 0% is about no effect
#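 Screening format: compound pinned onto unstimulated transgenic mouse T cells, 60 min incubation, then anti-CD3/anti-CD4/anti-CD28 bead stimulation for 18 hours at 37 degrees C, followed by EGFP and DsRed detection.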
# WRN helicase inh: WRN helicase (human) inhibition; Q14191; WRN helicase unwinding, fluorescent forked duplex, kinetic; Potency, µM (highest dose often 114 µM), inactives show top-dose activity change, negative = inhibition, hits mostly inhibitors; 360,000 tested, 0.46% active; further: potency means the concentration at half of the fitted maximal effect; on the % scale 0 is the no-effect control and ±100 the full control effect; nearly all actives have a fitted effect of over 55% in size
#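 Screening of the MLSMR collection measured strand separation of a quenched forked DNA duplex (100 nM) by 20 nM WRN with 2 mM ATP, all final. Compounds were preincubated with enzyme 15 min at room temperature.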
# EPAC1 agonist: activates human EPAC1 exchange factor | EPAC1 agonist qHTS, biochemical assay; response scale: 100% = response to 6.5 mM cAMP | Potency, µM (series often up to 154 µM), for the others: at the top dose activation, usual class: activators | 360,000 tested, 0.073% active | AID 720707; further: potency means the concentration at half of the fitted maximal effect; nearly all actives have a fitted effect of over 60% in size
#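 Read-out is the fluorescence drop as BODIPY-GDP leaves Rap1B (480 nm excitation, 540 nm emission), recorded every 5 minutes over 30 minutes. Reactions held 100 nM EPAC1, 250 nM Rap1B–BODIPY-GDP and 50 uM GDP, with 6.5 mM cAMP setting full activation.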
# PLK1 PBD block: inhibitors of human PLK1 polo-box domain binding | P53350 | Plk1 PBD binding of FITC phosphopeptide, fluorescence polarization | Potency, µM, without a hit: max response, negative = inhibition, most hits filed as inhibitors | 360,000 tested, 2.8% active; further: potency means the concentration at half of the fitted maximal effect; series mostly up to about 57 µM; on the % scale 0 is the no-effect control and ±100 the full control effect; nearly all actives have a fitted effect of over 65% in size
# An asterisk follows results filed as active; ? = inconclusive; · = no result given; [ ] = dose if it differs, or a comment. Unless noted, the call rests on the fitted dose curve; in most records, active means well fitted curve in the direction sought with a large enough effect; inconclusive means small, poorly fitted or top-dose-only effect, or another doubt; inactive means no such curve, though single readings can be large; an effect the other way counts as inactive or inconclusive. Not all compounds are listed, so the mix of outcomes need not match the whole.
molecule | EPAC1 antagonist | EPAC2 agonist | PI5P4K alpha inh | CCT modulator | IL-2 act | WRN helicase inh | EPAC1 agonist | PLK1 PBD block
Cc1ccc(-n2ncc3c(=O)n(CC(=O)N4CCN(c5ccccc5)CC4)cnc32)cc1C | 0% | 4% | -2 | 0.8 | 0.4 | -4% | 7% | -3%
Cc1ccc(Nc2ccc([N+](=O)[O-])nc2[N+](=O)[O-])cc1 | -3% | 10% | · | -4.0 | -2.8 | -17% | -1% | -3%
O=C(NCC(c1ccco1)N1CCCCC1)c1ccc2c(c1)S(=O)(=O)c1ccccc1C2=O (stereo unspecified) | -7% | 11% | -10 | -1.4 | 0.0 | -5% | 0% | -9%
OCC[C@H]1C[C@@H](O)[C@H](O)[C@@]2(CCc3ccccc3O2)O1 | -1% | 4% | -4 | -0.6 | -0.3 | -2% | 17% | -3%
COc1ccc(N(CC(O)Cn2c(C)nc3ccccc32)S(=O)(=O)c2ccc(C)cc2)cc1 (stereo unspecified) | 7% | 6% | 5 | 1.6 | -1.7 | -15% | -3% | -4%
CC(=O)Nc1ccc(-c2csc(NC(=O)Nc3ccccc3)n2)cc1 | -9% | 2% | -30 | 0.5 | 0.3 | -15% | 10% | -12%
Fc1ccc(C2CC(c3cccs3)=NN2C(=S)Nc2ccccc2)cc1 (stereo unspecified) | -20% | 10% | 1 | -0.1 | 0.1 | -8%[11.6 µM] | 3% | -5%
Cc1ccc(-c2noc(Cn3cc(S(=O)(=O)N4CCCC4)ccc3=O)n2)cc1 | -9% | 1% | -11 | 0.0 | 1.5 | -6% | -5% | 3%
O=C(CCC(=O)c1ccc(F)cc1)NC1CCCN(Cc2ccccc2F)C1 (stereo unspecified) | -12% | 10% | 1 | -2.2 | -0.4 | 6% | -8% | -13%
O=C1CCCC/C1=C/Nc1cccc(C(F)(F)F)c1 | 4% | 0% | 2 | -2.5 | -1.8 | -4% | 9% | -11%
O=C(C[n+]1cc(Br)cc2ccccc21)c1ccc(Br)cc1 | 17% | 6% | -2 | -5.7 | -1.9 | -8% | -3% | ?
Nc1cccc2c(O)cc(S(=O)(=O)O)cc12 | -21% | ? | -88* | -11 | 1.0 | ? | ? | 13µM*
COc1ccc(S(=O)(=O)NC2CCCCCC2)c(OC)c1 | -7% | 15% | 5 | 0.4 | -1.8 | 3% | -10% | -1%
N#Cc1cc(N2CCOCC2)nc2ccccc12 | 1% | 12% | 0 | -2.7 | -0.2 | 4% | 10% | -11%
O=C(Oc1ccc2ccc(O)cc2c1)c1ccccc1Cl | -25% | 10% | 2 | -0.3 | -0.6 | 0% | 10% | -5%
CCOC(=O)c1cc2c(=O)n3ccccc3nc2n(CCCOC)c1=NC(C)=O | 5% | -1% | 0 | -0.3 | -1.8 | 5% | 2% | -4%
CCCNS(=O)(=O)c1ccc(OCC(=O)N2CCc3ccccc3C2)c(C)c1 | -22% | 4% | 1 | -1.5 | -1.8 | 9% | -1% | -7%
NC(c1ccccc1)c1csc(Nc2ccc(C(F)(F)F)cn2)n1 (stereo unspecified) | -6% | 6% | 5 | 1.1 | -0.3 | -5% | -4% | -1%
CCOC(=O)C1=C(C)NC(=O)CC1c1cc2c(cc1Br)OCO2 (stereo unspecified) | -6% | 3% | 1 | -1.4 | 0.9 | 8% | -5% | -2%
COc1ccc(CCNC(=O)Cn2cnc3c(cnn3C(C)(C)C)c2=O)cc1OC | 2% | 11% | -1 | -2.7 | 0.2 | -4% | 1% | -7%
N#CC(=Cc1ccccn1)c1nc(-c2ccc(Cl)cc2)cs1 | 11% | -3% | 8 | 1.5 | -1.9 | -8% | 9% | -7%
CC(NC(=O)COC(=O)Cc1ccccc1[N+](=O)[O-])c1ccccc1 (stereo unspecified) | -11% | -4% | -4 | -2.5 | 0.2 | 12% | -1% | -4%
O=C(NCc1cccc(C(F)(F)F)c1)C1CCC(=O)N(C2CCCCCC2)C1 (stereo unspecified) | -3% | -4% | 9 | -6.7 | -1.8 | 20% | -8% | -18%
Cc1cc(C)nc(SCc2ccc(Br)cc2)n1 | 3% | 18% | -2 | 1.4 | -3.3 | 1% | 10% | -4%
CCCn1ncc(CN2CCC(Cc3cccc(F)c3)(C(=O)OCC)CC2)c1C | -2% | 11% | -1 | -1.7 | 3.4 | -1%[57.1 µM] | 1% | -9%
Cc1ccc(NC(=O)Cn2cc(C(=O)C3CC3)c3ccccc32)c(C)c1 | 1% | 8% | 17 | -0.3 | -3.5 | -5% | 0% | -14%
Oc1ccc(C[C@H]2CNCCN2CCc2cc(C(F)(F)F)cc(C(F)(F)F)c2)cc1 | -17% | 3% | 25 | 1.8 | -0.3 | 0% | 1% | -7%
CCn1cc(C2=NOC(C(=O)O)C2)c(C)n1 (stereo unspecified) | 0% | -9% | · | 0.7 | -2.1 | 9% | -8% | 2%
O=C(Cc1cccc(NC(=O)C2CCCN(C(=O)CCc3ccccc3)C2)c1)Nc1ccc(C(=O)N2CCCCC2)cc1 (stereo unspecified) | -15% | 5% | -8 | 0.6 | 0.3 | 2% | -19% | -6%
CCOC(=O)COc1ccc(/C=C/[N+](=O)[O-])c(OCC(=O)OCC)c1 | -9% | -5% | · | 0.9 | -0.1 | ? | 0% | ?

# Filtered by structure, the compounds so far with a CF3 group.
molecule | EPAC1 antagonist | EPAC2 agonist | PI5P4K alpha inh | CCT modulator | IL-2 act | WRN helicase inh | EPAC1 agonist | PLK1 PBD block
O=C1CCCC/C1=C/Nc1cccc(C(F)(F)F)c1 | 4% | 0% | 2 | -2.5 | -1.8 | -4% | 9% | -11%
NC(c1ccccc1)c1csc(Nc2ccc(C(F)(F)F)cn2)n1 (stereo unspecified) | -6% | 6% | 5 | 1.1 | -0.3 | -5% | -4% | -1%
O=C(NCc1cccc(C(F)(F)F)c1)C1CCC(=O)N(C2CCCCCC2)C1 (stereo unspecified) | -3% | -4% | 9 | -6.7 | -1.8 | 20% | -8% | -18%
Oc1ccc(C[C@H]2CNCCN2CCc2cc(C(F)(F)F)cc(C(F)(F)F)c2)cc1 | -17% | 3% | 25 | 1.8 | -0.3 | 0% | 1% | -7%

# Remaining list, next part
molecule | EPAC1 antagonist | EPAC2 agonist | PI5P4K alpha inh | CCT modulator | IL-2 act | WRN helicase inh | EPAC1 agonist | PLK1 PBD block
Cc1ccc(NC(=O)C2(c3ccccc3)CCOCC2)cc1 | -12% | 1% | ? | -5.2 | -0.7 | -1% | -3% | 27µM*
O=C(N/N=C/C1CC=CCC1)c1cc(-c2cccnc2)nc2ccccc12 (stereo unspecified) | -6% | -5% | 3 | -2.8 | -3.4 | -3% | 10% | -9%
CCSc1nnc(NC(=O)NC(C)(C(F)(F)F)C(F)(F)F)s1 | -29% | -10% | -2 | -1.0 | 0.4 | -1% | -21% | -3%
O=C(NC1CCCCC1)N1CCN(c2ccc(Cl)cc2)CC1 | 6% | 11% | -10 | 0.2 | 0.5 | 13% | -7% | -12%
CCOc1ccc(C2NC(=O)c3ccccc3O2)cc1 (stereo unspecified) | -14% | 4% | -4 | -0.4 | -2.5 | -28% | 2% | -15%
O=C(/C(=C(\O)c1ccccc1)c1ncc[nH]1)c1ccccc1 | 0% | 2% | -10 | 0.8 | 1.8 | 3% | -8% | 0%
O=C1CCC(=O)c2oc3ccccc3c2N1 | 0% | 9% | ? | 0.8 | -0.1 | 7% | 4% | -13%
COc1cccc(NC(=O)COc2ccccc2)c1 | -19% | 17% | -4 | -3.9 | -0.2 | 6% | 9% | -9%
Cc1ccc2nc(-c3ccccc3)cc(C(=O)N3CCc4ccccc4C3)c2c1 | -26% | 8% | 1 | 0.9 | -0.5 | 0% | 14% | ?
CN(C)CCN(Cc1ccccc1)C(=O)C1CCN(c2ncnc3c2nc2n3CCCCC2)CC1 | -13% | 5% | 14 | 1.7 | -3.6 | -5% | 10% | -6%
COC(=O)c1ccc(CSc2nc(-c3ccccc3)cs2)o1 | 0% | 5% | · | 1.6 | 0.2 | -7% | 14% | -12%
Cc1nc(C)c(-c2csc(NCc3ccco3)n2)s1 | 8% | 6% | · | 2.6 | -2.6 | 3% | -2% | -15%
Cc1cccc(CNc2ncc(-c3cccc([N+](=O)[O-])c3)n2C)c1 | -15% | 8% | 3 | 1.5 | 2.9 | 2% | -16% | -3%
Nc1nc(COC(=O)CCC(=O)c2ccc(Cl)cc2)nc(Nc2ccccc2)n1 | 0% | 9% | 1 | -1.9 | 1.0 | 2% | 5% | -13%
Cc1cccc(-n2nc([N+](=O)[O-])c(N3CCN(C(=O)c4ccco4)CC3)[n+]2[O-])c1 | -19% | 1% | 2 | 0.4 | -0.4 | -4%[57.1 µM] | 5% | 6%
Cc1sc2ncnc(N3CCC(C(=O)Nc4ccc(S(N)(=O)=O)cc4)CC3)c2c1C | -17% | 11% | 0 | -3.8 | -0.2 | -9% | 7% | -9%
COCCNC(=O)c1cnn2c(C(F)F)cc(-c3ccc(C)cc3)nc12 | -17% | 0% | 3 | 0.8 | -3.3 | 1% | -11% | 2%
CNC(=O)NC(=O)CSc1nnc(-c2ccco2)n1Cc1ccccc1 | -3% | 14% | -23 | -1.1 | 1.6 | 12% | -3% | -8%

# Only CCT modulator, for some of the entries so far:
structure | CCT modulator
O=C(N/N=C/C1CC=CCC1)c1cc(-c2cccnc2)nc2ccccc12 (stereo unspecified) | -2.8
CCSc1nnc(NC(=O)NC(C)(C(F)(F)F)C(F)(F)F)s1 | -1.0
O=C(NC1CCCCC1)N1CCN(c2ccc(Cl)cc2)CC1 | 0.2
CCOc1ccc(C2NC(=O)c3ccccc3O2)cc1 (stereo unspecified) | -0.4
O=C(/C(=C(\O)c1ccccc1)c1ncc[nH]1)c1ccccc1 | 0.8
O=C1CCC(=O)c2oc3ccccc3c2N1 | 0.8
COc1cccc(NC(=O)COc2ccccc2)c1 | -3.9

# Screens (PubChem BioAssay)
